Assay outcomes: PubChem, The Scripps Research Institute Molecular Screening Center
OX1R antag-1 – OX1R (HCRTR1) antagonists, primary screen, fluorescence, CHO/OX1R cells, Fluo-8 calcium, orexin A; Fluo-8 calcium fluorescence; inhibition, % at 5 µM; Orexin/Hypocretin receptor type 1 (Homo sapiens), O43613; AID 434989, 2010; hit rate 0.43% among 330,000;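 active means inhibition above its plate's threshold, mean inhibition of all tested compounds on the plate plus 3 SD, cut at about 37% in these data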;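 further: 0% = orexin A challenge wells and 100% = SB-334867-A antagonist wells; not every result past the cut was called active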
Target sequence (O43613 whole entry, looked up): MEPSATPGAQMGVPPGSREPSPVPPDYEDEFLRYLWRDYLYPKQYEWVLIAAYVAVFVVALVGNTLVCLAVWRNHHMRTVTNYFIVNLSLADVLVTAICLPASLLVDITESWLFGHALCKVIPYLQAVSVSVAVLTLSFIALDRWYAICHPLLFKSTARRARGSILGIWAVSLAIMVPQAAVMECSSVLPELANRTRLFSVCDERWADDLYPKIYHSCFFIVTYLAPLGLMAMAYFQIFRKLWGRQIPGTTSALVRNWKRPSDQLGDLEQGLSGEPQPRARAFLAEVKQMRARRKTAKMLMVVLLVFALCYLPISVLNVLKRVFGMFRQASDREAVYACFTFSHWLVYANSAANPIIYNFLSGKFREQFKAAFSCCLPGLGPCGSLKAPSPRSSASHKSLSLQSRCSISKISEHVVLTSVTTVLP
OX1R antag-2 – antagonists of human orexin 1 receptor (OX1R); hit rate 1.8% among 330,000; AID 485270, 2010; OX1R-expressing cells, FRET antagonist read-out; inhibition, % at 6.6 µM; in the data active means inhibition mostly above about 38%, no sharp cut-off; inactive means mostly below about 40%;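 further: 0% = agonist challenge alone and 100% = reference antagonist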
An asterisk follows results filed as active.

SMILES	OX1R antag-1	OX1R antag-2
COC(=O)c1ccc(N)c(CS(=O)(=O)c2ccc(Cl)cc2)c1	-20	-3
O=C(NCCc1ccccn1)c1ccc(OC(F)F)cc1	-16	12
CC(=O)c1cc(C(=O)N2CCCC(CCC(=O)N(C)CCc3ccccn3)C2)cs1 (stereo unspecified)	-22	20
Cc1ccc(-c2ccnc3cc(C)nn23)cc1	-3	6
O=C(O)CC(NC(=O)c1ccncc1)c1ccccc1 (stereo unspecified)	-7	5
CCN(CC)c1cc(NCCO)c([N+](=O)[O-])c2nonc12	-25	53*
CN(C)S(=O)(=O)c1cccc(-c2nn(-c3ccccc3)cc2/C=C2\SC(=S)N(CC(=O)O)C2=O)c1	-19	15
COc1cc(SC)ccc1C(=O)OCC(=O)N1CCN(C(C)=O)CC1	-3	4
Cc1noc(C)c1COC(=O)CNC(=O)c1ccc(Cl)cc1	-10	28
Cc1cccc(C)c1N1CCN(C(=O)Nc2ccc3c(c2)OCCO3)CC1	-5	16
COC(=O)C1[C@H]2C(=O)N(Cc3cccs3)C[C@]23C=C[C@H]1O3 (stereo partly specified)	16	0
Cc1nc(NC(=O)c2ccccc2[N+](=O)[O-])sc1C(=O)N(C)C	12	16
CCOc1ccc(Oc2cc(NC(=O)c3ccco3)cc([N+](=O)[O-])c2)cc1	-16	8
CC(C(=O)Nc1ccc2c(c1)OCO2)N1CCC(N2CCCCC2)CC1 (stereo unspecified)	-3	-2
O=C(NCCCN1CCOCC1)c1onc(CSc2ccncc2)c1C(=O)NCCCN1CCOCC1	-11	37
COc1ccc(-n2nnc3c(=O)n(C/C=C/c4ccccc4)cnc32)cc1	-3	6
O=C(CC1SC(N2CCCCC2)=NC1=O)Nc1ccc(C(=O)NCCc2ccc(F)cc2)cc1 (stereo unspecified)	-14	2
Cc1cc(Br)ccc1NC(=S)NC1CCCC1	-11	6
COc1ccc(C(=O)OCC(=O)NC2CC2)cc1[N+](=O)[O-]	-5	23
O=C(Nc1ccc(S(=O)(=O)Nc2nccs2)cc1)c1cccc(N2C(=O)c3ccccc3C2=O)c1	3	10
CCC1=NC(c2ccc(OC)c(OC)c2)N(O)C1(C)C (stereo unspecified)	2	12
O=C1c2ccsc2SCCN1Cc1ccc(F)cc1	-19	13
Cc1cccc(C(=O)Nc2ccc3c(c2)ncn3C)c1	3	-4
COc1cc2cc(CCCOC(=O)c3ccc(C(F)(F)F)cc3)oc(=O)c2cc1OC	-28	-1
O=C(NNC(=O)c1cccs1)c1ccco1	-19	8

Taken from the entries so far, four compounds:
SMILES	OX1R antag-1	OX1R antag-2
Cc1nc(NC(=O)c2ccccc2[N+](=O)[O-])sc1C(=O)N(C)C	12	16
CCOc1ccc(Oc2cc(NC(=O)c3ccco3)cc([N+](=O)[O-])c2)cc1	-16	8
CC(C(=O)Nc1ccc2c(c1)OCO2)N1CCC(N2CCCCC2)CC1 (stereo unspecified)	-3	-2
O=C(NCCCN1CCOCC1)c1onc(CSc2ccncc2)c1C(=O)NCCCN1CCOCC1	-11	37

The listing continues:
SMILES	OX1R antag-1	OX1R antag-2
O=C(Nc1ccccc1)/C(=C/c1cccnc1)NC(=O)c1ccccc1	-21	12
CCN(CC)CCOC(=O)c1ccc(NC(=O)CNC(=O)C2CCCCC2)cc1	-8	2
CC(C)CN1C(=O)C(=O)N(CC(=O)c2ccc[nH]2)C1=O	3	28
CC(C)Cn1c(-c2cc([N+](=O)[O-])ccc2Cl)nc2c1c(=O)[nH]c(=O)n2Cc1ccccc1	-46	9
O=C1CC(N2CCSCC2)C(=O)N1CCc1ccccc1 (stereo unspecified)	-14	9
COc1ccccc1N(C)S(=O)(=O)c1ccc(C(=O)Nc2ccc3nc(C)sc3c2)cc1	3	15
COc1cccc(NC(=O)[C@@H]2CCCN2C(=O)C2CCN(S(=O)(=O)c3ccc(C)cc3)CC2)c1	-29	3
CCC(CO)N=C1CC(C)(C)CC(=O)/C1=C(/O)CCCN1C(=O)c2ccccc2C1=O (stereo unspecified)	-34	13
C=CCNC(=O)C1CC(=O)N(c2ccc(OCc3ccccc3Cl)cc2)C1 (stereo unspecified)	-16	25
COc1ccc(OC)c(S(=O)(=O)Nc2cccc(O)c2)c1	2	8
COc1ccccc1N(CC(=O)N1CCCCCC1)S(=O)(=O)c1ccc(C)cc1	-25	36
COc1ccccc1OCc1nnc(SCC(=O)c2cc(Cl)ccc2OC)o1	-10	31
Cc1ccc(C2N=C(N)Nc3nc4ccccc4n32)cc1 (stereo unspecified)	-34	5
COC(=O)[C@@]1(C)[C@H]2C(=O)N(Cc3ccccc3)C(=O)[C@H]2[C@H]2CN(C)C(=NC3CCCCC3)N21	-5	2
Cc1cc(=O)oc2cc(OCCSCCN3CCCC3)ccc12	-26	3
CC(=O)N1CCc2cc(S(=O)(=O)NC(C(=O)Nc3nc(C)cs3)C(C)C)ccc21 (stereo unspecified)	-4	15
COc1ccc(Cl)cc1N(CC(=O)N1CCCC1)S(C)(=O)=O	0	-1
CC(=O)NC(Cc1ccc(F)cc1)C(=O)N1CCN(C(=O)NCc2ccccc2)CC1 (stereo unspecified)	-1	17
CN(C(=O)c1ccncc1)C1CCCN(Cc2ccccc2F)C1 (stereo unspecified)	-9	8
Cc1cc(C)c(C#N)c(Sc2ccccc2N)n1	-27	8
Cn1c(C(=O)NCc2cccs2)cc2c(=O)n(C)c3ccccc3c21	-6	7
O=C(O)c1ccc(NS(=O)(=O)c2ccc(C(=O)Nc3ccccc3)cc2)cc1	-10	20
O=C(NNS(=O)(=O)c1ccccc1[N+](=O)[O-])c1cccc([N+](=O)[O-])c1	-2	55
CCCC(C(=O)NCc1ccco1)N(CC1CCCO1)C(=O)CNS(=O)(=O)c1ccc(F)cc1 (stereo unspecified)	-20	29
COCCN(C(=O)Cn1nnc2ccccc21)C(C(=O)NC1CCCC1)c1cccc(OC)c1OC (stereo unspecified)	-20	11

Profiles from above. Order of screens: OX1R antag-1 | OX1R antag-2
COc1cccc(NC(=O)[C@@H]2CCCN2C(=O)C2CCN(S(=O)(=O)c3ccc(C)cc3)CC2)c1 in the list: -29 | 3
CCC(CO)N=C1CC(C)(C)CC(=O)/C1=C(/O)CCCN1C(=O)c2ccccc2C1=O (stereo unspecified) in the list: -34 | 13

The list continues:
SMILES	OX1R antag-1	OX1R antag-2
Cc1cc2c(cc1C)C(c1ccccc1F)CC(=O)N2 (stereo unspecified)	-7	-1
CSc1cccc(NC(=S)N2CCC(c3ccccc3)C2)c1 (stereo unspecified)	-24	11
Cc1cc(Oc2ccc(C#N)cc2)nc(NCc2ccccc2)n1	0	30
Cn1c(SCC(=O)c2ccccc2)nnc1C1CC1	-24	14
CC(C)CNC(=O)NC1C(NC(=O)NCC(C)C)N(C)C(=O)N1C (stereo unspecified)	-24	32
C/C(=C\c1ccc2c(c1)OCO2)C(=O)c1c(C)cc(C)[nH]c1=O	1	5
O=C(O)Cn1cc(C(=O)C(F)(F)F)c2ccccc21	-18	6
CC(=O)Oc1ccc2c(C)c(CC(C)O)c(=O)oc2c1 (stereo unspecified)	2	21
O=C(Cn1nnc(-c2ccc([N+](=O)[O-])cc2)n1)NNC(=O)c1ccccc1	-7	28
CCCNC(=O)COC(=O)/C=C/c1ccc(C)o1	-7	13
CCCCOc1ccc(C(=O)NCC(=O)NCC(c2ccc(OC)cc2)N2CCOCC2)cc1 (stereo unspecified)	-24	0
CC(Sc1nc(O)c(-c2ccccc2)c(=O)[nH]1)C(=O)Nc1ccc(Cl)cc1 (stereo unspecified)	-18	13
CC1Cc2cc(S(=O)(=O)N3CCC(C(=O)Nc4ccccn4)CC3)ccc2N1C(=O)C1CCC1 (stereo unspecified)	-22	23
CCN(CC)C(=O)C(=O)c1cccn1-c1cccc(Cl)c1C#N	18	52
Cc1ccc(S(=O)(=O)N2CCCCC2)cc1C(=O)OCC(=O)NC(=O)NC12CC3CC(CC(C3)C1)C2	-45	9
Cc1occc1C(=O)NNC(=O)c1ccc(Br)o1	-6	16
CCCCn1nnnc1SCC(=O)c1ccc(C)c(C)c1	-12	25
CC1(C)CC(NC(=O)COc2ccc3ccc(=O)oc3c2)CC(C)(C)N1	-8	17
COc1cccc(-c2n[nH]c(=S)n2Cc2ccco2)c1OC	-10	7
Cc1ccc(NC(=O)NCc2cccnc2)cc1	-15	22
C=CCNC(=S)N/N=C/c1ccc(OCc2ccccc2)cc1	6	18
Cc1nnc(NC(=O)CSc2nnc(CNC(=O)c3ccc(S(=O)(=O)N(C)C)cc3)o2)s1	7	6
C=CCn1c(=O)c2ccccc2n2c(SC(C)C(N)=O)nnc12 (stereo unspecified)	-4	4
Cc1ccc(NC(=O)Nc2ccc(S(N)(=O)=O)cc2)cc1	-8	37
Cc1ccc(C(=O)CN(Cc2ccccc2)C2=NCCS2)cc1	-17	9

5 records drawn at random from those above, as already listed:
SMILES	OX1R antag-1	OX1R antag-2
Cc1cc2c(cc1C)C(c1ccccc1F)CC(=O)N2 (stereo unspecified)	-7	-1
Cc1ccc(S(=O)(=O)N2CCCCC2)cc1C(=O)OCC(=O)NC(=O)NC12CC3CC(CC(C3)C1)C2	-45	9
CCCNC(=O)COC(=O)/C=C/c1ccc(C)o1	-7	13
C=CCn1c(=O)c2ccccc2n2c(SC(C)C(N)=O)nnc12 (stereo unspecified)	-4	4
Cc1occc1C(=O)NNC(=O)c1ccc(Br)o1	-6	16

(more compounds)
SMILES	OX1R antag-1	OX1R antag-2
CSc1nc2ccc(NC(=O)CSc3nnc(N)s3)cc2s1	-9	14
Cn1ccs/c1=N\S(=O)(=O)c1ccc(C(C)(C)C)cc1	-9	4
CSc1nnnn1-c1ccc(C)c(Cl)c1	-5	15
O=C(c1cc(Br)ccc1Cl)N1CCN(c2ccc(N3CCOCC3)nn2)CC1	-12	11
COc1ccc(NC(=O)Cn2c(=O)n(Cc3ccco3)c(=O)c3ccccc32)cc1	-19	13
Cn1c(SCC(=O)C(C)(C)C)nnc1-c1ccncc1	0	4
COc1ccccc1NC(=O)/C(=N/OCc1ccc(F)cc1)C(C)=O	-33	17
CC(C)c1nnc(NC(=O)c2cc3ccccc3o2)s1	8	12
CN(Cc1nc(Cc2cccc(C(F)(F)F)c2)no1)C1CC(C)(C)NC(C)(C)C1	-23	6
Cc1cc(C)c(NS(=O)(=O)c2ccc(Cl)c(C(=O)O)c2)c(C)c1	2	5
O=C(NCc1ccccc1)C1Cc2ccccc2CN1C(=O)c1ccco1 (stereo unspecified)	-12	10
CC(C)C(CCNC1CCN(C)CC1)c1ccc(Cl)cc1 (stereo unspecified)	-31	-3
O=c1nc(-c2ccccc2)n(-c2ccccc2)[nH]1	-4	7
Nc1c(-c2ccccc2)cnc2ncnn12	-11	2
CCCCCc1c2c(cc(O)c1C(=O)O)OC(=O)c1cc(C(=O)CCCC)c(OC)cc1O2	-3	14
COc1ccccc1NC(=S)N1CCC(c2nc3ccccc3o2)CC1	-18	12
O=C(CN1CCN(c2ncc(C(F)(F)F)cc2Cl)CC1)N1CCN(c2ncc(C(F)(F)F)cc2Cl)CC1	-25	27
Nc1ccc2oc3ccc(N)cc3c(=O)c2c1	-1	4
Cc1cc2oc(=O)cc(CNc3ccccc3F)c2cc1O	-20	15
O=C(CCN1CCCO1)N1CCCC(N2CCN(c3ccccc3F)CC2)C1 (stereo unspecified)	-31	15
Cn1nc(N)c2c(-c3ccccc3)c(C#N)c(N)nc21	5	31
CC[C@@H]1C=C(C(=O)O)[C@H](c2ccc(F)cc2)N1S(=O)(=O)c1ccc(C)cc1	-5	-1
Cc1c(NC(=O)CSc2nnc(Nc3ccccc3)s2)c(=O)n(-c2ccccc2)n1C	-15	21
Cc1cc(C(=O)N/N=C/c2ccc(N(C)C)cc2)c2ccccc2n1	4	18
C=CCN(CC=C)C(=O)c1ccc(OC2CCN(Cc3ccccn3)CC2)cc1	-27	17
The results go on.
SMILES	OX1R antag-1	OX1R antag-2
COc1ccc(S(=O)(=O)N(CC(=O)NCC2CCCO2)c2ccc(Cl)cc2)cc1 (stereo unspecified)	-40	20
Cc1nc(-c2ccccc2)sc1C(=O)Nc1ccccc1F	-31	5
CC(=O)Nc1ccc(OC(=O)c2ccc(Cl)cc2)cc1	1	16
CCn1ccnc1CN1CCN(CC(C)C)C(CCO)C1 (stereo unspecified)	-13	23
CC(=O)c1cccc(N(C(=O)Cn2nnc3ccccc32)C(C(=O)NC2CCCCC2)c2cn(C)nc2C)c1 (stereo unspecified)	-4	8
O=C(C1CCCCC1)N1CCCn2c1nc1ccccc12	-17	2
CCn1c(=O)c(C(=O)CC#N)c(N)n(Cc2ccccc2)c1=O	-8	20
CC(c1ccccn1)N(CCN(C)C)C(=S)Nc1ccccc1F (stereo unspecified)	-7	2
O=C(CN1CCc2ccccc21)NCc1ccccc1Cl	-12	44
CCO[C@@H]1OC(C(=O)NC2CC2)=C[C@H](C2CC2)[C@H]1CCCO	-9	8
NNC(=O)c1ccc(O)cc1O	2	17
CCOC(=O)CC1Sc2ccccc2NC1=S (stereo unspecified)	-5	5
COC(=O)CN(CCc1ccccc1)S(=O)(=O)c1ccc(OC)c(OC)c1	-14	17
Fc1ccc(-c2ccnc3nc(-n4cccc4)nn23)cc1	-19	11
Cc1ccc(S(=O)(=O)c2nc(C)c3c(n2)CCC3)cc1	-23	26
Fc1cccc(CSc2nc3ncccc3[nH]2)c1	-6	11
O=Cc1ccc(-c2ccccc2C(=O)O)o1	-20	41
CC(C)[C@@H](N)C(=O)N/N=C/c1ccc2nccnc2c1	5	34
C=CCOc1ccc(C2/C(=C(\O)c3ccc(F)cc3)C(=O)C(=O)N2CCCN(C)C)cc1 (stereo unspecified)	-21	14
Cc1ccc(NC(=O)COc2ccc(C(=O)c3ccccc3)cc2)c(O)c1	6	24
O=C1C(=O)N(CCN2CCOCC2)C(c2cccc(Cl)c2)/C1=C(\O)c1ccc2c(c1)OCCO2 (stereo unspecified)	-6	6
CCOc1ccccc1NS(=O)(=O)c1cccs1	3	9
CCc1c(C(=O)Nc2ncn(Cc3cccc(C)c3)n2)csc1C	-17	8

Hits appear at their usual frequency; about 2.1% have a hit in one of these screens.
